Compound activity deposited in PubChem BioAssay by The Scripps Research Institute Molecular Screening Center.
M1 ag parental – nonselective activator or artifact in parental CHO-K1 cells; Fluo-8 calcium fluorescence; scaled to maximal ATP response, vehicle zero; activation, % at 3 µM; actives 0.48% (n = 360,000); AID 602248; in the data active = activation above about 15%;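 also: untransfected CHO-K1 host cells lacking M1 receptor as counterscreen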
TAAR1 antagonist – human TAAR1 antagonism. inhibition, % at 3 µM. actives 1.5% (n = 360,000). Q96RJ0. AID 624466. CHO RD-HGA16 TAAR1, Fluo-8 calcium fluorescence, antagonist;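 active = inhibition above a per-plate cutoff, the mean inhibition of test compounds on that plate plus 3 SD, cut at about 49% in these data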;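 also: 0% = DMSO plus EC80 beta-PEA response and 100% = DMSO alone without agonist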
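Material: RD-HGA16 CHO cells with stable hTAAR1 and Gα16; Dosing: single nominal final test compound concentration of 3 µM; Schedule: seeding 17-24 h prior, 75-min 37 °C, 30-min RT dye loading; Detection: kinetic Fluo-8 calcium fluorescence measurement; Measure: % inhibition from peak post-agonist over basal fluorescence ratio; Benchmarks: vehicle and agonist controls.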
TAAR1 agonist – agonists of human TAAR1; Q96RJ0; CHO RD-HGA16 TAAR1, Fluo-8 calcium fluorescence; vehicle wells 0%, saturating PEA agonist 100%; actives 0.99% (n = 360,000); activation, % at 3 µM;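 active = activation above the mean activation of all test compounds in the run plus 3 SD, cut at about 38% in these data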
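Test system: RD-HGA16 (CHO) cells co-expressing Gα16 and hTAAR1 / Benchmarks: DMSO vehicle as 0%, PEA at EC100 as 100% / Repeats: no replicates (n 1) / Measure: % activation from peak over basal fluorescence ratio, DMSO-to-PEA scaled / Timing: 17-24 h plating, Fluo-8 75 min 37 °C, 30 min RT / Technique: kinetic Fluo-8 calcium fluorescence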
CHO-K1 Ca antag – M1 antagonist counterscreen hit in parental CHO-K1 cells. ATP-induced calcium, Fluo-8 fluorescence. inhibition, % at 3 µM. actives 0.6% (n = 360,000). AID 602250;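 active = inhibition above a per-plate cutoff, the plate's mean sample inhibition plus 3 SD, cut at about 24% in these data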;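 also: 0% = DMSO plus EC80 ATP and 100% = DMSO alone without ATP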
CHO-K1 Ca PAM – M1 PAM counterscreen hit in parental CHO-K1 cells; ATP EC20, Fluo-8 calcium fluorescence; 0% at ATP EC20, 100% at ATP max; activation, % at 3 µM; actives 0.02% (n = 360,000);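 active = activation above the run cutoff, the mean activation of all test compounds plus 3 SD, cut at about 40% in these data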;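 also: peak over basal fluorescence ratio in a 140 s read after ATP addition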
OXTR potentiate – potentiators of human oxytocin receptor; AID 2445; CHO-OTR cells, Fluo-8 calcium fluorescence, potentiator mode; 0% = oxytocin EC15, 100% = EC100; activation, % at 3 µM; actives 0.061% (n = 320,000);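 active = activation above that plate's cutoff, the mean activation of tested compounds plus 3 SD, cut at about 6.6% in these data, passing the limit was not always enough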;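 also: 100% uses oxytocin at 75 nM as the full agonist control; some results filed as inactive read as strong as hits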
Target sequence (P30559 whole entry, looked up): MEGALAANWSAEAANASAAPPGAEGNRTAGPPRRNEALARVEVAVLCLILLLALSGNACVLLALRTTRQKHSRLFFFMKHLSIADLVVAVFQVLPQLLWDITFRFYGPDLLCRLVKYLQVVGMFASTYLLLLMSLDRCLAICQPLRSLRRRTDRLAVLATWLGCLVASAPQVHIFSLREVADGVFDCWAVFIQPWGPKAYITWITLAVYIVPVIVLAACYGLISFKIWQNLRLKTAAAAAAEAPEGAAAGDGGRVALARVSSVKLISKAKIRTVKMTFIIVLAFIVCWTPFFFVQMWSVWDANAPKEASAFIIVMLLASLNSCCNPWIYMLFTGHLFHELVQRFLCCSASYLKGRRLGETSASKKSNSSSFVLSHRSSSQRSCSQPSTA
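Material: CHO-OTR cells, human receptor; compound dosing: single dose, 3.0 µM nominal final compound concentration; schedule: 6 min compound pre-incubation at room temperature, 100 s kinetic read; measured by: kinetic Fluo-8 calcium fluorescence; read-out basis: % activation vs EC15 and EC100 oxytocin; controls: EC15 oxytocin alone as 0%, 75 nM oxytocin as 100%; replicates: singlicate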
CHRM1 agonist – human M1 muscarinic receptor agonism; activation, % at 3 µM; actives 0.33% (n = 360,000); CHO-K1 hM1, Fluo-8 calcium fluorescence, agonist mode; 0% DMSO, 100% acetylcholine EC100; AID 588814; P11229;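 active = activation above the run's mean compound activation plus 3 SD, cut at about 16% in these data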;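 also: peak over basal fluorescence ratio within a 140 s kinetic read after compound addition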
Target sequence (P11229 whole entry, looked up): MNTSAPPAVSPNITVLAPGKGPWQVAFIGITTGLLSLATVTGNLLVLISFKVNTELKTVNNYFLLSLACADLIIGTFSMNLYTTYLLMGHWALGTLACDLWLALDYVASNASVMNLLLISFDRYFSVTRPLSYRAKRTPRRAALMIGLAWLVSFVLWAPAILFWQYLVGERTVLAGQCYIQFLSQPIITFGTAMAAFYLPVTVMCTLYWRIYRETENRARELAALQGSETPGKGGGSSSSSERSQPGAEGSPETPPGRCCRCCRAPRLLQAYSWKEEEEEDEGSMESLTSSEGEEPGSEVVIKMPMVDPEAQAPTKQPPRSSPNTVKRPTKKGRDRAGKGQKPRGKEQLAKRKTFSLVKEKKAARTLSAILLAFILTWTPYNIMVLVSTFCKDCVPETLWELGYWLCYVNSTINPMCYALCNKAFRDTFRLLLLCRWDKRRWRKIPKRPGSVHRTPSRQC
CHO parental Ca – counter-screen for OX1R antagonists: effect in parental CHO cells; actives 0.63% (n = 330,000); parental CHO-K1, ATP-induced calcium, Fluo-8 fluorescence; inhibition, % at 5.6 µM;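 active = inhibition above that plate's mean sample inhibition plus 3 SD, cut at about 26% in these data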;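 also: 0% = ATP-challenged DMSO wells and 100% = DMSO wells without ATP; some compounds past the cut are filed as inactive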
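Test system: parental CHO cells; detection: calcium-sensitive Fluo-8 fluorescence; evaluation: percent inhibition of calcium signal; also added: ATP as calcium-mobilizing challenge; repeats: one well per compound; control set: ATP-challenged DMSO wells low, unchallenged DMSO wells high; compound: single nominal dose of 5.6 µM per compound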
V1R ag counter – V1a receptor agonism, counter-screen for OXTR agonists. actives 0.25% (n = 320,000). activation, % at 3 µM. CHO-V1R cells, Fluo-8 calcium fluorescence, agonist mode; 0% DMSO, 100% 3 nM vasopressin. P37288;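 active = activation above the mean activation of all tested compounds plus 3 SD, per screening run, cut at about 20% in these data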;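 also: signal is peak over basal fluorescence ratio across a 100 second FLIPR read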
* = called active by the depositor; . = not tested or not shown.

SMILES | M1 ag parental | TAAR1 antagonist | TAAR1 agonist | CHO-K1 Ca antag | CHO-K1 Ca PAM | OXTR potentiate | CHRM1 agonist | CHO parental Ca | V1R ag counter
CCCCN(Cc1ccccc1)S(=O)(=O)c1ccc2[nH]c(=O)oc2c1 | 1.9 | 49* | 13 | 0 | 3 | -18 | -3 | -16 | 0.5
CCNc1ccc(C(=O)NN=C2CCCC2)cc1[N+](=O)[O-] | 0.4 | -5 | 2 | -5 | 3 | -5 | -2 | -14 | -0.7
COc1ccc(C(=O)OCC(=O)N(Cc2ccccc2)Cc2ccccc2)c(O)c1 | 1.8 | 18 | 4 | -4 | 5 | . | -5 | . | .
CC1=C(C(=O)Nc2ccc(C)cc2C)C(c2cccc([N+](=O)[O-])c2)n2nc(C(=O)OC(C)C)nc2N1 (configuration not stated) | 0.0 | -6 | 2 | 10 | -8 | -4 | -5 | -2 | 0.3
Cc1ccc(NC(=O)CCC(=O)NNC(=O)C(C)(C)C)c(C)c1 | -0.1 | -2 | 1 | -8 | 17 | -3 | -1 | -6 | 1.2
CCOC(=O)c1sc(C)c(C(=O)NCC(C)(C)CN(C)C)c1N | -0.2 | -3 | 3 | -2 | -2 | -2 | -2 | -14 | -0.1
CCOc1ccc(C2CC(c3cccc(OC)c3OC)n3nnnc3N2)cc1Cl (configuration not stated) | 0.3 | -7 | -1 | -2 | 7 | -7 | -1 | -21 | -0.3
CC(=O)Nc1cccc(/C(C)=N/NC(=O)c2ccccc2Cl)c1 | 0.9 | -6 | 7 | -8 | 7 | -3 | -2 | -2 | -0.1
O=C(Nc1nnc([C@@H]2O[C@H](CO)[C@@H](O)[C@H]2O)s1)Nc1cccc2c1CCCC2 | 0.0 | -5 | 2 | -12 | 18 | . | -3 | . | .
COc1ccc2c(c1)nc(SCC(=O)c1ccc(Br)s1)n2C | 0.2 | -1 | -1 | -17 | 26 | -2 | -7 | -16 | -1.0
O=C(O)c1ccccc1C(=O)Nc1ccc(S(=O)(=O)Nc2ccc(F)cc2)cc1 | 1.2 | -5 | 5 | 8 | -6 | -16 | 2 | 3 | 1.8
Cn1c(SCC(=O)NC2CCS(=O)(=O)C2)nnc1-c1ccco1 (configuration not stated) | 0.5 | 1 | 3 | -19 | 10 | -2 | -5 | 1 | 0.1
Cc1cc(C(=O)N/N=C/C=C/c2ccccc2)n[nH]1 | 0.1 | -31 | 7 | -5 | 13 | 1 | -1 | -8 | 0.3
Cc1ccc(-n2c(=O)cc(N3CCCCCC3)[nH]c2=O)cc1 | 0.6 | -16 | 1 | -10 | 15 | -1 | -7 | -2 | 0.9
CCc1ccccc1NC(=O)c1sc2nc(C)cc(C)c2c1N | 0.2 | -4 | -1 | 6 | -13 | -10 | 0 | -15 | -1.2
Cc1ccc(C(=O)N2CCN(c3ccccc3O)CC2)cc1S(=O)(=O)N1CCCCC1 | 3.2 | 21 | 3 | -9 | 7 | -4 | -4 | -24 | -0.2
COc1ccccc1/C=N/Nc1nc(C)c(C(C)=O)s1 | 0.2 | 9 | -2 | -1 | 1 | 0 | -2 | -9 | 0.3
Nc1nc2c(ncn2[C@@H]2O[C@H](CNCc3ccccc3)[C@@H](O)[C@H]2O)c(=O)[nH]1 | -0.1 | -29 | 1 | -9 | 3 | . | -2 | . | .
COC(=O)c1scc(C)c1N/N=C(\C)c1ccc(F)cc1 | 1.1 | -15 | 7 | -7 | 21 | -1 | -3 | 0 | -0.7
CCCOc1ccc(C(=O)NCCO)cc1 | 0.4 | 13 | 5 | -2 | 11 | 6 | -1 | 5 | 0.1

The final 3 entries of the section before open the next one.
SMILES | M1 ag parental | TAAR1 antagonist | TAAR1 agonist | CHO-K1 Ca antag | CHO-K1 Ca PAM | OXTR potentiate | CHRM1 agonist | CHO parental Ca | V1R ag counter
Nc1nc2c(ncn2[C@@H]2O[C@H](CNCc3ccccc3)[C@@H](O)[C@H]2O)c(=O)[nH]1 | -0.1 | -29 | 1 | -9 | 3 | . | -2 | . | .
COC(=O)c1scc(C)c1N/N=C(\C)c1ccc(F)cc1 | 1.1 | -15 | 7 | -7 | 21 | -1 | -3 | 0 | -0.7
CCCOc1ccc(C(=O)NCCO)cc1 | 0.4 | 13 | 5 | -2 | 11 | 6 | -1 | 5 | 0.1
CCOC(=O)c1ccc(Oc2nc(OC)cc(OC)n2)cc1 | -0.4 | 3 | 14 | -16 | 25 | -2 | -1 | -1 | -0.2
COc1ccc(OC)c(NC(=O)Cc2coc3ccc(C)cc23)c1 | -0.1 | -12 | 3 | -6 | -8 | 1 | -4 | -10 | -1.7
Cc1ccc(S(=O)(=O)N2CCOCC2)cc1NC(=O)COC(=O)Cc1ccc(Cl)cc1 | 2.0 | -2 | 10 | 6 | -18 | -10 | -1 | -17 | 3.0
CCOc1cccc2sc(N(CCN(CC)CC)C(=O)c3cccc([N+](=O)[O-])c3)nc12 | 1.3 | -2 | 1 | -12 | 11 | 0 | -6 | -12 | 0.5
COc1ccc(C(=O)Nc2ccc(N3CCN(c4ccc(OC)cc4)CC3)c(C#N)c2)cc1 | 0.1 | 6 | -1 | -12 | 13 | -7 | -3 | 5 | 1.0
O=C(Nc1ccccc1Br)c1c(F)cccc1Cl | 1.1 | -6 | 3 | -3 | 8 | -4 | -2 | -20 | -1.4
CCOc1ccc(-c2csc(NC(=O)C3CCCO3)n2)cc1 (configuration not stated) | 3.7 | 6 | 8 | -5 | 7 | -9 | -3 | -8 | 2.5
COC(=O)C1CCN(C(=O)c2ccccc2Oc2ccccc2)CC1 | 0.2 | -3 | 1 | -5 | 16 | 5 | -7 | -12 | -0.1
O=C(NCCSc1ccc(Br)cc1)c1ccccc1 | 0.8 | 10 | 2 | -11 | 13 | 8 | -10 | -21 | -0.3
CC1(C)C2CCC1(C)C(OC(=O)c1ccc(O)cc1)C2 (configuration not stated) | -0.2 | 31 | -1 | 3 | 1 | -7 | 0 | 76* | 0.1
Cc1ccc(-c2ccc(/C=N/N3C(=O)C4C5C=CC(C6CC56)C4C3=O)o2)c([N+](=O)[O-])c1 (configuration not stated) | 0.6 | 58* | 10 | -11 | 13 | -9 | -2 | -11 | 3.4
COc1ccc(C)c2sc(N3CCCC3)nc12 | -0.5 | 1 | 4 | -1 | -1 | -10 | -5 | -6 | -1.4
CC1CCN(S(=O)(=O)c2nnc(NC(=O)c3cccc(Cl)c3)s2)CC1 | 2.0 | -19 | 5 | 0 | 12 | -5 | 1 | 4 | 9.2
C=CC[C@H](CC(=O)N(CCO)Cc1ccccc1)C(=O)N[C@H](COC(=O)[C@@H](CC=C)Cc1ccc(F)cc1)C(C)(C)C | 0.0 | 51* | 10 | -17 | 18 | -1 | -3 | -32 | -0.4
CSc1nc(N)nc2c1ncn2CC(=O)N[C@H](C)c1cccc2ccccc12 | 5.6 | -5 | 8 | -17 | 18 | -11 | 2 | -15 | 4.6
COc1ccc(NC(=O)c2nn(C)c(=O)c3ccccc23)cc1S(=O)(=O)Nc1ccccc1Cl | 2.7 | 12 | 4 | -21 | 16 | -21 | -4 | -22 | 0.3
CCCCCCC(=O)Nc1c(O)c2ccccc2[nH]c1=O | -0.3 | 4 | 2 | -4 | 7 | -10 | -2 | -5 | -0.1
CC12CC(NC(=O)N1c1cccc(C(=O)Nc3ncn[nH]3)c1)c1ccccc1O2 (configuration not stated) | 0.2 | 10 | 1 | 1 | -1 | -5 | -3 | -13 | 0.3
CCOC(=O)c1oc2ccccc2c1NC(=O)COc1cccc(OC)c1 | -0.2 | -20 | 3 | 1 | 14 | -3 | -2 | -14 | 0.6
CCC(=O)NC(=S)Nc1ccc(NC(=S)NC(=O)c2ccccc2)cc1 | 0.0 | 5 | 2 | 7 | 3 | . | 2 | . | .
Cc1ccccc1C(=O)Nc1ccc(-c2nnc(SC(C)C(=O)O)n2C)cc1 (configuration not stated) | 0.4 | -9 | 1 | -3 | 3 | -2 | -2 | 13 | -0.1
CC1CCN(C(c2ccc(N(C)C)cc2)c2nnnn2Cc2ccccc2)CC1 (configuration not stated) | -0.1 | -24 | 2 | -4 | -2 | -2 | -3 | -9 | -1.2
CCOc1ccc(Nc2ncnc(N)n2)cc1 | -0.3 | -20 | -2 | -21 | 16 | 0 | -2 | -6 | 0.1
CC(C)(C)NC(NC(=O)Cc1ccccc1)C(Cl)(Cl)Cl (configuration not stated) | 0.8 | 9 | 9 | -14 | 4 | -2 | 0 | -13 | 0.5
C[C@H]1C=C(C(=O)O)O[C@@H](OCc2ccc(CO)cc2)C1 | 0.2 | -20 | 7 | 7 | 9 | -5 | -6 | 2 | 0.9
CCOC(=O)c1c(-c2cccc([N+](=O)[O-])c2)csc1NC(=O)C1CC1 | -0.5 | 31 | 3 | -25 | 11 | -11 | -5 | -7 | -0.7
O=C(Nc1cccc(-c2cn3ccccc3n2)c1)c1cccs1 | 0.8 | -3 | 2 | -11 | 26 | 1 | -6 | -4 | 0.4
CN(C)C(=O)CCc1ccc2c3c([nH]c2c1)[C@]1(CCC2CCCC2)[C@@H](C(=O)N2CCOCC2)C[C@H](CC(=O)NCCN2CCOCC2)C(=O)N1CC3 | 1.0 | -5 | 0 | -9 | 15 | . | -6 | 2 | .
O=C(NC1=NCCS1)C1CC(=O)N(c2ccc(Cl)cc2)C1 (configuration not stated) | 0.6 | -5 | 7 | -7 | -8 | -13 | -3 | -2 | -0.3
COc1ccc(-c2noc(CCCOc3ccccc3)n2)cc1OC | 0.4 | -10 | 7 | -11 | 14 | -6 | -4 | -29 | -0.8
CCN1CCN(C(=O)C(C)N(c2ccc(C)cc2)S(C)(=O)=O)CC1 (configuration not stated) | 0.7 | 21 | 3 | -21 | 27 | 6 | -3 | -9 | 1.0
OCCSc1nc(-c2ccccc2)nc2ccc(F)cc12 | 1.0 | -12 | 3 | -11 | 20 | 0 | -6 | -17 | 1.0
CC1CCCC(NC(=O)CCCn2c(=O)[nH]c3cc(Cl)ccc3c2=O)C1C (configuration not stated) | -0.2 | 6 | -1 | -6 | 16 | -12 | -3 | -12 | -0.6
CC1CCN(CC(C)OC(=O)c2ccc3c(c2)OCCO3)CC1 (configuration not stated) | 0.1 | -32 | 9 | -1 | 12 | -4 | -14 | -11 | 1.4
